Assay outcomes: PubChem BioAssay, several laboratories
COUP-TFII inh: blocks human COUP-TFII nuclear receptor. inhibition, % at 8.6 µM. HEK293T NGFI-A luciferase reporter, luminescence. P24468. AID 686940. 370,000 tested, 0.7% active;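 active = inhibition above a per-plate cutoff, mean inhibition of test wells between control levels plus 3 SD, cut at about 38% in these data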;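 also: cells cotransfected with COUP-TFII expression vector driving the NGFI-A reporter; 0% = median of COUP-TF2 test wells and 100% = reporter-only cells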
NCOA3 inh: inhibitors of human steroid receptor coactivator 3 (SRC3); Q9Y6Q9; HEK293 GAL4-SRC3 luciferase reporter, luminescence; 360,000 tested, 0.17% active; AID 588352; inhibition, % at 3.6 µM;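 active = inhibition above a per-campaign cutoff, the mean of all compounds plus 3 SD, cut at about 60% in these data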;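 also: 0% = DMSO-treated cells and 100% = gossypol-treated cells at 36 µM; higher means less SRC3-driven luciferase light from the GAL4 reporter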
Target sequence (Q9Y6Q9 whole entry, looked up, the tested form may be a part): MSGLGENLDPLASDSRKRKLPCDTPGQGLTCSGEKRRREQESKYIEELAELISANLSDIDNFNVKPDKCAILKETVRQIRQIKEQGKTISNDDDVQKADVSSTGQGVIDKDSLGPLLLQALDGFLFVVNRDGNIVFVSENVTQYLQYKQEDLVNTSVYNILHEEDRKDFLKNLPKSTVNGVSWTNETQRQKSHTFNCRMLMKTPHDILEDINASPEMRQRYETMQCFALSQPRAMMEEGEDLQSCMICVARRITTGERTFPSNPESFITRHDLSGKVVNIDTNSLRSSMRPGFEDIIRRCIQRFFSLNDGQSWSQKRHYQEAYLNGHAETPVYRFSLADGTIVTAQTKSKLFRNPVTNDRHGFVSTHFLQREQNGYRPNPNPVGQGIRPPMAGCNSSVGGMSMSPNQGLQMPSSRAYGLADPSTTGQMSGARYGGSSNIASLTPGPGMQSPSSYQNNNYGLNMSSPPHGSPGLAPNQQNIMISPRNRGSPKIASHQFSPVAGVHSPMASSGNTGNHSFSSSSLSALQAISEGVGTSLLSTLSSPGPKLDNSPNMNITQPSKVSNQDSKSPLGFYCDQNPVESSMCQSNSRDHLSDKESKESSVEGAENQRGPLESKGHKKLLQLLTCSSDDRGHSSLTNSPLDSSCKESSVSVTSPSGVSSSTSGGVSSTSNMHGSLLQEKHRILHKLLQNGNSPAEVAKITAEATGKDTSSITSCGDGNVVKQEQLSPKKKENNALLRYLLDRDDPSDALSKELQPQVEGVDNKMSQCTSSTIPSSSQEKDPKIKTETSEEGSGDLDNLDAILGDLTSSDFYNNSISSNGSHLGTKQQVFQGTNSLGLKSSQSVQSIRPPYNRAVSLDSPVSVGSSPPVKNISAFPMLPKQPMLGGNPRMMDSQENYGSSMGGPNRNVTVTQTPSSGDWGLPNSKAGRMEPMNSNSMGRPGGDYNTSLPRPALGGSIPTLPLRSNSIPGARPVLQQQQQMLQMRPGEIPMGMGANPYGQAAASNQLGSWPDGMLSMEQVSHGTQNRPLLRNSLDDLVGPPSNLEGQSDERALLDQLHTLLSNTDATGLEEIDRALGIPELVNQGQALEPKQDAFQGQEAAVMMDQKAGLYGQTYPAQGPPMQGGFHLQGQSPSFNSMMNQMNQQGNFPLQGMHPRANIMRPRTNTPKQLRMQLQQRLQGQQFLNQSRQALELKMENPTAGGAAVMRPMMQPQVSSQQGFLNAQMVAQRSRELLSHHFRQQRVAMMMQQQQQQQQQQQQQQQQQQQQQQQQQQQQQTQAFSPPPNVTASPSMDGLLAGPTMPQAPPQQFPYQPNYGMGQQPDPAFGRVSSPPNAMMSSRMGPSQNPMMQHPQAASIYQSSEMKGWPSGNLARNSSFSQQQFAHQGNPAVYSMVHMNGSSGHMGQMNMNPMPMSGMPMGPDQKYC
TWEAK Fn14 block: blocks TWEAK-Fn14 interaction in a reporter cell assay; TWEAK-stimulated Fn14 reporter cells, luciferase luminescence, 8 h; 360,000 tested, 2% active; inhibition, % at 10 µM; in the data active = inhibition above about 50%
SRC1 inh: inhibitors of human steroid receptor coactivator 1 (SRC1). HEK293 GAL4-SRC1 luciferase reporter, luminescence. inhibition, % at 3.6 µM. 360,000 tested, 0.12% active. AID 588354;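 active = inhibition above the campaign mean plus 3 SD, with each screening campaign given its own cutoff, cut at about 60% in these data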;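 also: 0% = DMSO treated cells and 100% = gossypol at 36 µM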
NCOA2 inhibitor: inhibits human steroid receptor coactivator 2 | HEK293 GAL4-SRC2 luciferase reporter, luminescence | inhibition, % at 9 µM | 370,000 tested, 0.17% active;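 active = inhibition above the mean inhibition of all tested compounds plus 3 SD, set per campaign, cut at about 52% in these data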;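 also: 0% = DMSO treated cells and 100% = cells given Gossypol at 36 µM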
KKLEB tox: counter-screen for CF NF-kB inhibitors: cytotoxicity. KKLEB CF airway cells viability, ATPlite luminescence, overnight; stronger effect = lower value; cells stimulated with P. aeruginosa culture filtrate. activity change (cytotoxicity), % at 5 µM. 360,000 tested, 0.36% active;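 active = corrected activity change at or below -50% at 5 µM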
LMP1 NFkB inh: reduces LMP1-driven NF-kappaB luciferase signal. LMP1-induced NF-kappaB luciferase reporter cells, luminescence. inhibition, % at 12.5 µM. 350,000 tested, 0.69% active. AID 504558; in the data active = inhibition above about 41%;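 also: 0% = neutral control wells and 100% = reference inhibitor control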
CF NFkB inh: blocks PAF-induced NF-kB reporter in cystic fibrosis cells. AID 588850. inhibition, % at 5 µM. KKLEB NF-kB-GFP reporter, GFP fluorescence overnight. 360,000 tested, 0.86% active;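 active = at least 50% inhibition at 5 µM, scaled per plate between neutral and stimulator controls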;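 also: PAF is a Pseudomonas aeruginosa culture filtrate used as stimulus; plate controls were PAF-stimulated DMSO wells for no effect and unstimulated DMSO wells for full effect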
TRAIL sens C8: caspase-8 TRAIL sensitization | inhibition (viability loss, TRAIL sensitization), % at 10 µM | AID 624354 | NB7+C8 cells + TRAIL, ATPlite viability luminescence | 360,000 tested, 1% active;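 active = compounds causing at least 50% loss of cell viability in the single-dose screen, relative to plate controls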
NR5A2 inv ag: inverse agonists of human LRH-1 (NR5A2) | O00482 | HEK293T StAR-luciferase reporter, LRH-1 transfected, 24 h | inhibition, % at 3.6 µM | 360,000 tested, 0.13% active | AID 602396;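 active = inhibition above the mean inhibition of all tested compounds plus 3 SD, cut at about 73% in these data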;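 also: 0% = DMSO wells and 100% = reporter-only cells lacking LRH-1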
TROY NFkB inh: TROY signaling inhibition | 360,000 tested, 0.98% active | inhibition, % at 10 µM | AID 1347056 | Q293 LMP1-TROYcd NF-kB luciferase reporter, 4 h;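 active = compounds whose plate-normalised and pattern-corrected inhibition of the luciferase reporter signal at the single screening dose is 50% or more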
* hit, by the source's call; . = no result given.

1. COc1ccc(CS(=O)(=O)CC(C)(O)c2ccccc2Cl)cc1 (configuration not stated)
2. CCOC(=O)c1ccc(NC(=O)NC2CC3CCC(C2)N3Cc2nnnn2C(C)(C)C)cc1 (configuration not stated)
3. COc1cccc(C(=O)Nc2ccc3c(C)cc(=O)oc3c2)c1
4. Cc1occc1C(=O)N1CCCC(Nc2ccc(C(C)C)cc2)C1 (configuration not stated)
5. COC(=O)c1cc(OC(=O)CCc2ccc(OC)c(OC)c2)cc(C(=O)OC)c1
6. CCCNC(=O)Nc1ccc(F)c(Cl)c1
7. CCOc1cc(CN2CCN(C(=O)c3ccco3)CC2)ccc1OC
8. CC1CCCCC12NC(=O)N(CC(=O)Nc1cccc(S(=O)(=O)N3CCCCC3)c1)C2=O (configuration not stated)
compound no.,1,2,3,4,5,6,7,8
COUP-TFII inh,-12,7,-59,4,13,-20,5,0
NCOA3 inh,-16,-28,-74,0,9,0,8,22
TWEAK Fn14 block,12,3,30,1,-11,8,13,-4
SRC1 inh,-23,-30,-78,-14,-11,-15,-4,-12
NCOA2 inhibitor,-3,-13,-50,19,-55,-38,-7,12
KKLEB tox,1,-10,2,-5,-6,2,11,-15
LMP1 NFkB inh,-33,1,-26,2,2,2,4,-5
CF NFkB inh,1,15,5,11,18,-3,-5,6
TRAIL sens C8,-12,1,12,1,-3,3,-7,-6
NR5A2 inv ag,-1,25,-114,-7,10,-24,-10,-1
TROY NFkB inh,0,0,-28,-2,8,-11,-12,-12

9. Cc1ccc2c(c1)n([O-])c1c([n+]2=O)CCCC1
10. CCc1ccc(NC(=O)C2CCN(c3c(N4CCCC4)c(=O)c3=O)CC2)cc1
11. Cc1ccc(NS(=O)(=O)c2ccc(NC(=O)N3CCCCC3)cc2)cc1
12. CCC(C)c1c(O)nc(SCC(=O)N2CCCCCC2)[nH]c1=O (configuration not stated)
13. FC(F)(F)c1nc2nccnc2[nH]1
14. NC/C(=N\O)c1ccc(Cl)cc1Cl
15. O=C1NN=C(c2ccc(Cl)cc2)CC1c1cccc(Cl)c1 (configuration not stated)
16. CC1CCC(C(=O)NC(C(=O)NCCc2ccc(S(N)(=O)=O)cc2)C(C)C)CC1 (configuration not stated)
compound no.,9,10,11,12,13,14,15,16
COUP-TFII inh,-2,-1,18,7,-10,5,0,0
NCOA3 inh,7,1,3,2,-10,-10,27,-2
TWEAK Fn14 block,7,7,0,-6,6,3,23,17
SRC1 inh,-19,-108,4,-13,-13,13,4,2
NCOA2 inhibitor,-1,-11,20,-4,7,-8,6,15
KKLEB tox,2,-3,9,3,-8,-1,-8,10
LMP1 NFkB inh,-11,0,4,3,5,6,0,.
CF NFkB inh,-7,0,-23,-6,-6,15,14,-14
TRAIL sens C8,-3,5,-6,-1,-7,-16,-18,-12
NR5A2 inv ag,9,11,10,11,-3,-4,6,-13
TROY NFkB inh,13,10,-1,-7,-3,-7,1,-7

17. COc1ccc(-c2cc(C(=O)Nc3cc(C)nn3-c3ccccc3)no2)cc1
18. Nc1ccn(Cc2cccc(F)c2)n1
19. Clc1ccc(Cn2cc(/C=N/n3cnnc3)c3ccccc32)c(Cl)c1
20. CC(C)N(CCO)C(=O)CCc1nnc(CCCc2ccccc2)o1
21. CCCCc1c(CCC)c(=N)c2ccccc2n1C
22. CCOC(=O)N1CCN(C(=S)NC)CC1
23. CCOC(=O)N1CCC(N2CCCC(CO)(Cc3ccccc3C)C2)CC1 (configuration not stated)
24. COc1ccccc1C=NNC(=O)c1ccncc1
compound no.,17,18,19,20,21,22,23,24
COUP-TFII inh,-16,25,13,6,14,4,0,14
NCOA3 inh,-19,16,-16,-21,18,10,-4,0
TWEAK Fn14 block,-15,2,54*,-5,-47,-5,9,20
SRC1 inh,-11,10,-14,-17,22,6,3,-7
NCOA2 inhibitor,-8,7,-10,-37,15,13,-39,-5
KKLEB tox,-15,7,-12,3,-1,6,-1,11
LMP1 NFkB inh,2,-11,-2,-3,15,-11,-2,-3
CF NFkB inh,2,-22,23,-10,-18,1,16,-4
TRAIL sens C8,3,1,-18,-6,27,8,-3,8
NR5A2 inv ag,-9,-10,-22,-2,10,14,-7,-2
TROY NFkB inh,0,-8,46,-39,3,-4,-10,-6

25. Cn1c(=N)n(CC(=O)O)c2ccccc21
26. O=C1CC(c2ccc(F)cc2)Cc2nc(NCc3ccco3)ncc21 (configuration not stated)
27. Cc1nn(C)cc1/C=N/NC(=O)CSc1ccccn1
28. O=C(CCN1C(=O)c2ccccc2C1=O)N1CCCCCC1
29. CC(C)Sc1oc(-c2ccco2)nc1S(=O)(=O)c1ccccc1
30. COc1ccc(-c2ccc(CCC(=O)O)n2CC(=O)Nc2cccc(OC)c2)cc1
31. O=C(c1cc2ccccc2o1)N1CCN(c2ncccn2)CC1
32. CC(=O)Nc1ccc(S(=O)(=O)NCC2CCC(C(=O)N3CC(C)CC(C)C3)CC2)cc1 (configuration not stated)
compound no.,25,26,27,28,29,30,31,32
COUP-TFII inh,11,-8,5,-16,-15,29,-17,-2
NCOA3 inh,-23,0,12,5,11,5,-16,8
TWEAK Fn14 block,8,-5,-15,-5,8,2,-25,-11
SRC1 inh,3,-16,-23,-7,4,5,2,-9
NCOA2 inhibitor,-7,-14,-21,-28,17,-6,5,4
KKLEB tox,7,-8,-5,-12,11,-13,-5,-10
LMP1 NFkB inh,0,-10,3,3,-8,0,-5,-1
CF NFkB inh,-7,19,-11,-2,-4,14,-14,5
TRAIL sens C8,-1,-11,-3,-13,-4,4,-5,8
NR5A2 inv ag,-14,-2,18,7,7,15,14,-14
TROY NFkB inh,-33,-1,9,-15,-20,-13,-4,5

Ordered by number of heavy atoms (lowest first): some entries from above
25. Cn1c(=N)n(CC(=O)O)c2ccccc21
31. O=C(c1cc2ccccc2o1)N1CCN(c2ncccn2)CC1
30. COc1ccc(-c2ccc(CCC(=O)O)n2CC(=O)Nc2cccc(OC)c2)cc1
compound no.,25,31,30
COUP-TFII inh,11,-17,29
NCOA3 inh,-23,-16,5
TWEAK Fn14 block,8,-25,2
SRC1 inh,3,2,5
NCOA2 inhibitor,-7,5,-6
KKLEB tox,7,-5,-13
LMP1 NFkB inh,0,-5,0
CF NFkB inh,-7,-14,14
TRAIL sens C8,-1,-5,4
NR5A2 inv ag,-14,14,15
TROY NFkB inh,-33,-4,-13

Going on with the list:
Screens by letter: A = COUP-TFII inh; B = NCOA3 inh; C = TWEAK Fn14 block; D = SRC1 inh; E = NCOA2 inhibitor; F = KKLEB tox; G = LMP1 NFkB inh; H = CF NFkB inh; I = TRAIL sens C8; J = NR5A2 inv ag; K = TROY NFkB inh
33. O=C(COC(=O)c1c(F)cccc1F)Nc1cccc(S(=O)(=O)N2CCCCC2)c1
  A: -24; B: -13; C: -23; D: 11; E: -18; F: 4; G: -11; H: -6; I: 0; J: 5; K: 0
34. CCCn1c(NC(=O)C23CC4CC(CC(O)(C4)C2)C3)nc2ccccc21
  A: 27; B: 8; C: -6; D: 14; E: 7; F: -5; G: 9; H: 8; I: 1; J: -14; K: 13
35. Cc1ccc(S(=O)(=O)NCC(=O)NCC2CCCCC2)cc1C
  A: 4; B: -6; C: 33; D: -16; E: 5; F: 8; G: 2; H: -12; I: -8; J: 6; K: 12
36. CCC(C)(C)n1nnnc1CN(Cc1ccco1)Cc1cc2cc3c(cc2[nH]c1=O)OCO3
  A: .; B: -20; C: -7; D: 2; E: .; F: -1; G: 16; H: 8; I: -15; J: 14; K: 15
37. O=C(C1CC(=O)N(c2ccc(Cl)cc2)C1)N1CCCCCC1 (configuration not stated)
  A: 11; B: -1; C: 20; D: 5; E: -2; F: 1; G: -3; H: 2; I: 2; J: 1; K: -8
38. COc1ccc(-n2nc(C(=O)Nc3ccc(OC)c(OC)c3)c3c4ccccc4n(C)c3c2=O)cc1
  A: 23; B: -22; C: 2; D: -6; E: -12; F: -60*; G: 6; H: 64*; I: 42; J: -8; K: 13
39. CCCCCc1cccnc1
  A: -11; B: 13; C: -1; D: -6; E: 15; F: -9; G: -1; H: -4; I: -8; J: -10; K: 18
40. CCCCOc1ccc(CC(=O)NCC(=O)O)cc1
  A: -9; B: 10; C: 23; D: -8; E: 2; F: -5; G: 11; H: 5; I: 15; J: 0; K: 5
41. COc1ccc(Br)cc1CN1CCCCCCC1
  A: -4; B: -2; C: 20; D: -19; E: 7; F: 1; G: 4; H: 10; I: 3; J: -5; K: -13
42. COC(=O)N/N=C/c1cccnc1
  A: -5; B: -1; C: 0; D: 6; E: 3; F: -4; G: 3; H: -20; I: -10; J: -26; K: 7
43. CCCN(CC1CCCO1)C(=O)CCc1nnc(-c2cc(C)on2)o1 (configuration not stated)
  A: 27; B: -4; C: -11; D: -9; E: -36; F: -7; G: 10; H: 21; I: -3; J: -15; K: -21
44. COc1ccc(OC)c(NC(=O)c2ccccc2N(C)S(=O)(=O)c2ccc(C)cc2)c1
  A: 25; B: 9; C: -7; D: 18; E: 14; F: -2; G: 4; H: 15; I: -3; J: 9; K: 2

In the list so far, 10 have four or more nitrogen atoms.
Screens by letter: A = COUP-TFII inh; B = NCOA3 inh; C = TWEAK Fn14 block; D = SRC1 inh; E = NCOA2 inhibitor; F = KKLEB tox; G = LMP1 NFkB inh; H = CF NFkB inh; I = TRAIL sens C8; J = NR5A2 inv ag; K = TROY NFkB inh
2. CCOC(=O)c1ccc(NC(=O)NC2CC3CCC(C2)N3Cc2nnnn2C(C)(C)C)cc1 (configuration not stated)
  A: 7; B: -28; C: 3; D: -30; E: -13; F: -10; G: 1; H: 15; I: 1; J: 25; K: 0
8. CC1CCCCC12NC(=O)N(CC(=O)Nc1cccc(S(=O)(=O)N3CCCCC3)c1)C2=O (configuration not stated)
  A: 0; B: 22; C: -4; D: -12; E: 12; F: -15; G: -5; H: 6; I: -6; J: -1; K: -12
13. FC(F)(F)c1nc2nccnc2[nH]1
  A: -10; B: -10; C: 6; D: -13; E: 7; F: -8; G: 5; H: -6; I: -7; J: -3; K: -3
17. COc1ccc(-c2cc(C(=O)Nc3cc(C)nn3-c3ccccc3)no2)cc1
  A: -16; B: -19; C: -15; D: -11; E: -8; F: -15; G: 2; H: 2; I: 3; J: -9; K: 0
19. Clc1ccc(Cn2cc(/C=N/n3cnnc3)c3ccccc32)c(Cl)c1
  A: 13; B: -16; C: 54*; D: -14; E: -10; F: -12; G: -2; H: 23; I: -18; J: -22; K: 46
27. Cc1nn(C)cc1/C=N/NC(=O)CSc1ccccn1
  A: 5; B: 12; C: -15; D: -23; E: -21; F: -5; G: 3; H: -11; I: -3; J: 18; K: 9
31. O=C(c1cc2ccccc2o1)N1CCN(c2ncccn2)CC1
  A: -17; B: -16; C: -25; D: 2; E: 5; F: -5; G: -5; H: -14; I: -5; J: 14; K: -4
36. CCC(C)(C)n1nnnc1CN(Cc1ccco1)Cc1cc2cc3c(cc2[nH]c1=O)OCO3
  A: .; B: -20; C: -7; D: 2; E: .; F: -1; G: 16; H: 8; I: -15; J: 14; K: 15
38. COc1ccc(-n2nc(C(=O)Nc3ccc(OC)c(OC)c3)c3c4ccccc4n(C)c3c2=O)cc1
  A: 23; B: -22; C: 2; D: -6; E: -12; F: -60*; G: 6; H: 64*; I: 42; J: -8; K: 13
43. CCCN(CC1CCCO1)C(=O)CCc1nnc(-c2cc(C)on2)o1 (configuration not stated)
  A: 27; B: -4; C: -11; D: -9; E: -36; F: -7; G: 10; H: 21; I: -3; J: -15; K: -21
